From PubChem
PV pol inh: poliovirus RNA polymerase inhibition | poliovirus polymerase elongation, fluorescence polarization; active compounds read low | AID 588519 | % elongation, % (compound at 16.7 µg/mL) | 0.66% of 150,000 active | P03300; in the data active = % elongation below about 90%; also: some results filed as inactive read as strong as hits
Target sequence (P03300 1749-2209 limits assumed): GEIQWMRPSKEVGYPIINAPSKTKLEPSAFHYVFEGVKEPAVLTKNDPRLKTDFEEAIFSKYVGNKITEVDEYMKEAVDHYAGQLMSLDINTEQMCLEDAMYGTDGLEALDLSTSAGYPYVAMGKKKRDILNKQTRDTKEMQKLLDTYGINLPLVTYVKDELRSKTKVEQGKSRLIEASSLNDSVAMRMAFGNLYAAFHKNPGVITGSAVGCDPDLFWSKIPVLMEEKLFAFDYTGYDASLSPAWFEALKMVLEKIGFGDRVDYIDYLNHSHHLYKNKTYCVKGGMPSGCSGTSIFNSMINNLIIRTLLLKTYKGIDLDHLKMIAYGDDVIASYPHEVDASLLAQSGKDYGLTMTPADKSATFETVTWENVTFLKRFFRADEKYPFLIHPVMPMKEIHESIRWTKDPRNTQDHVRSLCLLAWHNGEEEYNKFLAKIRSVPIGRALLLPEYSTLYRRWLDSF
PV pol inh FP z-score: recorded beside PV pol inh, whose call it bears; z-score; measured here: FP z-score; hits read low
An asterisk follows results filed as active. Not all compounds are listed; the hit share may differ from the screen's.

SMILES | PV pol inh | PV pol inh FP z-score
Cc1ccc(CSc2nc3ccccc3s2)cc1 | 107 | 0.4
Cc1cc(C)n2nc(SCc3nc(N)nc(Nc4ccccc4C)n3)nc2n1 | 103 | 0
CCOC(=O)c1ccc(NC(=O)CCC(=O)N2Cc3ccccc3Oc3ncccc32)cc1 | 104 | -1
COc1cc(CN(C(=O)COc2ccc(Cl)c(C)c2)c2ccccn2)cc(OC)c1OC | 103 | -0.2
CCN1CCSc2ccc(C(=O)NCc3ccc(F)cc3)cc21 | 94 | -3.4
Cc1nn(-c2ccc(N3CCCCC3)nn2)c(C)c1CCC(=O)NCc1ccccc1 | 107 | 0.1
COc1cccc(CNC(=O)CSc2ncc(S(=O)(=O)c3ccc(C)c(Cl)c3)c(=O)[nH]2)c1 | 106 | -0.2
Cc1ccc(NC(=O)CSc2nc3c(c(=O)n2Cc2ccccc2)SCC3)cc1 | 102 | 0
CCOC(=O)c1cccc(C(=O)Nc2cccc(NC(=O)c3cccc(C(=O)OCC)n3)n2)n1 | 99 | -0.2
O=C(CSc1nc(=O)n(Cc2ccco2)c2c1CCC2)Nc1ccccc1C(F)(F)F | 101 | -0.8
O=C(Cc1cccs1)Oc1ccc2oc3ccccc3c2c1 | 103 | 0.1
CN(C)c1cnn(-c2ccccc2)c(=O)c1Cl | 100 | 0.2
CNC(=O)CSc1nnc(-c2ccc3c(c2)OCO3)n1-c1ccccc1 | 106 | 0.5
CCCCCc1c(O)nc(SCCN(CC)CC)n(C(=O)c2ccccc2)c1=O | 103 | 0.3
Nc1nn(-c2ccccc2)nc1C(=O)OCc1c(F)cccc1Cl | 105 | 0.2
CC(C)C(=O)Oc1ccc2c(c1)oc(=O)c1ccccc12 | 100 | -0.6
CCOc1cc(C#N)c(NC(=O)c2ccc(OC)c(S(=O)(=O)N3CCCC3)c2)cc1OCC | 105 | 0.2
O=C(C(Cc1ccccc1Cl)C(=O)N1CCc2ccccc21)N1CCc2ccccc21 | 104 | 0
COc1cc2c(=O)oc(-c3c(-c4c(F)cccc4Cl)noc3C)nc2c(OC)c1OC | 102 | -0.5
CC(C)NC(=O)c1c(Cl)nc2sccn12 | 105 | 1.5
O=C(CCN1CCOCC1)NN=C1C2CC3CC(C2)CC1C3 | 101 | 0.1
COc1ccccc1N1CCN(CCCNC(=O)c2nn(C)c3c2COc2ccccc2-3)CC1 | 103 | 0.7
Cc1nn(C)cc1S(=O)(=O)N1CCN(c2ccccn2)CC1 | 100 | -1
CCOc1ccc(-c2cccc(NS(=O)(=O)c3c(C)cc(C)cc3C)c2)nn1 | 104 | -0.4
Cc1sc2ncnc(N3CCC(C)CC3)c2c1C | 100 | -0.6

Profiles from above:
Cc1nn(C)cc1S(=O)(=O)N1CCN(c2ccccn2)CC1 in the list: PV pol inh: 100; PV pol inh FP z-score: -1
O=C(Cc1cccs1)Oc1ccc2oc3ccccc3c2c1 in the list: PV pol inh: 103; PV pol inh FP z-score: 0.1
O=C(CCN1CCOCC1)NN=C1C2CC3CC(C2)CC1C3 in the list: PV pol inh: 101; PV pol inh FP z-score: 0.1

The listing picks up with the 2 entries that preceded the break.
SMILES | PV pol inh | PV pol inh FP z-score
CCOc1ccc(-c2cccc(NS(=O)(=O)c3c(C)cc(C)cc3C)c2)nn1 | 104 | -0.4
Cc1sc2ncnc(N3CCC(C)CC3)c2c1C | 100 | -0.6
Cc1ccc(S(=O)(=O)NCc2nc(-c3cccc(C)c3)no2)cc1 | 96 | -2.1
COc1ccccc1NC(=O)C1=C(C)Nc2nc(SCc3ccccc3C)nn2C1CC(C)C (configuration not stated) | 118 | 1.6
COCCCN1C(=O)CSC1c1cn(-c2ccccc2)nc1-c1cccs1 (configuration not stated) | 102 | 0
CCN(CC)c1nc(Nc2ccc(Cl)cc2)nc(N(CC)CC)n1 | 99 | -0.5
COc1cc(C#N)ccc1OCc1nc(-c2ccc(Cl)cc2)no1 | 105 | 0.1
CCCCN=C1SC(CC(=O)Nc2ccccc2C)C(=O)N1CCCC (configuration not stated) | 103 | 0.2
COc1ccc(-c2cc(-c3ccco3)nn2-c2nc(-c3ccc(Cl)cc3)cs2)cc1 | 101 | -0.1
CCOC(=O)c1cnc2ccccc2c1NCCc1ccccc1 | 100 | -0.4
NC(=O)CSc1ncnc2sc3c(c12)CCC3 | 102 | 0.1
CC1CCCC(C)N1C(=O)c1ccccc1N (configuration not stated) | 101 | 0
c1ccc(-c2nc3ccccc3nc2N2CCCCC2)cc1 | 101 | 0
Cc1cccc(C(=O)Nc2nnc(S(=O)(=O)N3CCOCC3)s2)c1 | 116 | 1.7
Cc1c(Cl)cccc1-n1ccn(CC#N)c(=O)c1=O | 106 | 1.2
CCN(CC)C(=O)Cn1c(=O)n(-c2ccccc2)c(=O)c2c3c(sc21)CCC3 | 105 | -0.1
CCOc1ccc(NC(=O)c2sc3nc4c(c(-c5ccc(OC)cc5)c3c2N)C(=O)CC(C)(C)C4)cc1 | 107 | 0.8
Cn1cccc1/C=C1\CC(c2ccccc2)C/C(=C\c2cccn2C)C1=O (configuration not stated) | 71 | -5.8
CCOc1ccccc1NC(=O)Cn1c(=O)n(CC(=O)NCc2ccccc2Cl)c(=O)c2sccc21 | 105 | -0.1
COc1ccc(NC(=O)CN(C)CC(=O)Nc2ccc(N3CCOCC3)cc2)cc1 | 105 | 0.3
CN1CCN(Cc2cn3ccccc3n2)CC1 | 101 | -0.2
Cc1cccc(/C=N/n2c(C)cc(C)c(C#N)c2=O)c1 | 101 | -0.1
S=C1NCN(CCc2ccccc2)CN1 | 99 | -0.4
COc1ccccc1N1CCN(C(=O)c2cc3c(-c4ccccc4F)nn(C)c3s2)CC1 | 107 | 0.5
COCCCNc1cc(C)nc2ccccc12 | 98 | -1.1
CCn1cc(S(=O)(=O)NCc2cccs2)cn1 | 102 | -0.2
Cc1ccc(O)c(C(=O)c2cnn3c(N)nnc3c2)c1 | 64* | -4.6*

Following part.
SMILES | PV pol inh | PV pol inh FP z-score
CN1CCCN(CC2CC=CCC2)CC1 (configuration not stated) | 102 | 0.7
CC(=O)c1cc2c(cc1N/C(=N/S(=O)(=O)c1ccc(C)cc1)c1ccccc1)OCO2 | 103 | -0.4
CC(C(=O)Nc1cccc(Cl)c1)N1CCNC(=O)C1 (configuration not stated) | 104 | 0.1
COC(=O)C1=C(O)/C(=C/c2ccc(O)cc2)SC1=Nc1ccccc1 | 103 | 0.3
Cc1cc(C)nc(C(=O)N/N=C/c2cc(C)n(C3CCCC3)c2C)n1 | 101 | 0
Cc1ccc(CCC(=O)NC2CCc3ccccc3C2)o1 (configuration not stated) | 102 | 0.1
S=C(NC1CCCC1)N1CCN(c2ccccc2)CC1 | 100 | -0.3
Cc1ccc(N2C(=O)/C(=C/c3ccc4c(c3)OCO4)N=C2SCC(=O)Nc2cc(C)on2)cc1 | 98 | -0.7
CCOc1ccccc1N(C)C(=O)c1sc2nc3n(c(=O)c2c1C)CCCC3 | 99 | -1.4
Cc1cc(COC(=O)C23CCC(=O)N2c2ccccc2C(=O)N3C)no1 (configuration not stated) | 108 | 0.8
OC1C2CN3CCN(C2)CC1(c1ccccc1)C3 (configuration not stated) | 104 | 0.2
CN(C)c1nc(N(C)C)nc(N(C#N)CN2C(=O)c3ccccc3C2=O)n1 | 100 | -0.6
CCCc1nn2c(=O)cc(COC(=O)c3ccc(NC(=O)CCc4ccccc4)cc3)nc2s1 | 107 | 0.1
O=C1/C(=C/c2ccco2)SC(=S)N1CCc1ccccc1 | 99 | -0.8
CN1CCN(C(=O)Cn2c(-c3cccs3)cc3ccccc32)CC1 | 108 | -0.3
CCC(C)Sc1nc(O)cc(=O)n1-c1ccccc1 (configuration not stated) | 102 | 0.8
CS(=O)c1scc(-c2ccc(Cl)cc2)c1C#N (configuration not stated) | 106 | 1.1
Cc1ccc(NC(=O)Cn2c(CC3CCS(=O)(=O)C3)nc3ccccc32)cc1C (configuration not stated) | 105 | 0.2
O=C(Nc1ccc(S(=O)(=O)N2CCCC2)cc1)Nc1ccc(F)cc1F | 99 | -0.6
CN(C)Cc1c(O)ccc2cc(-c3nc4ccccc4n3C)c(=O)oc12 | 97 | -0.7
Cc1ccc(S(=O)(=O)N(C(=O)C2CCCCC2)c2ccc3oc(=O)sc3c2)c(C)c1 | 101 | 0
Cc1ccc(NC(=O)CC(c2ccc(F)cc2)N2Cc3ccccc3C2=O)cc1C (configuration not stated) | 99 | -1.5
COc1ccc(C)cc1-n1c(SCC(=O)NCc2ccco2)nc2c([nH]c3ccccc32)c1=O | 105 | -0.4
CSc1nnc(COc2ccc(Cl)cc2)n1C | 107 | 1.3
NC(=O)CN1C(=O)CCSc2ccccc21 | 100 | -1

Another view of some results above.
Cc1ccc(NC(=O)CC(c2ccc(F)cc2)N2Cc3ccccc3C2=O)cc1C (configuration not stated)
  PV pol inh: 99
  PV pol inh FP z-score: -1.5
COc1ccc(C)cc1-n1c(SCC(=O)NCc2ccco2)nc2c([nH]c3ccccc32)c1=O
  PV pol inh: 105
  PV pol inh FP z-score: -0.4
CSc1nnc(COc2ccc(Cl)cc2)n1C
  PV pol inh: 107
  PV pol inh FP z-score: 1.3
NC(=O)CN1C(=O)CCSc2ccccc21
  PV pol inh: 100
  PV pol inh FP z-score: -1

New compounds follow.
SMILES | PV pol inh | PV pol inh FP z-score
COc1ccc(CC(=O)NCC2OCCc3ccccc32)cc1OC (configuration not stated) | 101 | -0.2
O=C1CCCC(=NCc2ccco2)C1 | 99 | -0.4
CC(C)OC(=O)COc1ccc2c(c1)OC1(CC2c2ccccc2)CC(C)(C)NC(=O)N1 (configuration not stated) | 100 | -0.4
CN1/C(=C/C(=O)CC(N)=O)C(C)(C)c2ccccc21 | 108 | 1.2
O=C(c1ccccc1)n1nnc2ccccc21 | 105 | 1.2
CCNC(=O)c1ccc(CSc2nc3ccncc3n2Cc2ccc(F)cc2)cc1 | 109 | 0.1
CCN1CCN(C(=O)/C=C/c2ccc(OC)c(OC)c2)CC1 | 101 | -0.6
COc1cccc(-c2nc(SCC(=O)NCc3ccccc3)c3c(=O)n(C)c(=O)n(C)c3n2)c1 | 101 | -1.6
CCN1c2ccccc2C(=O)CS1(=O)=O | 101 | -0.1
COc1ccc(C)cc1NC(=O)CN(C)S(=O)(=O)c1ccc2[nH]c(=O)oc2c1 | 105 | -0.2
O=C(C1CCC1)N1CCc2cc(S(=O)(=O)NCCN3CCOCC3)ccc21 | 100 | 0
Cc1cccc(C(=O)N2CC(C)CC(C)C2)c1 (configuration not stated) | 101 | 0.4
COC(=O)C1CN(C(=O)c2cccc(OC)c2)c2ccccc2O1 (configuration not stated) | 100 | -0.2
COc1ccc(N2C(=O)CC(N3CCN(C(c4ccc(F)cc4)c4ccc(F)cc4)CC3)C2=O)cc1 (configuration not stated) | 103 | 0.4
O=C(CSc1nc2nccnc2c(=O)n1CCc1c[nH]c2ccccc12)Nc1ccc(F)cc1 | 102 | -0.9
N#Cc1ccc(NC(=O)Nc2ccccc2)cc1 | 101 | -0.3
Cc1ccc(NC(=O)C2CC(=O)N(C(C)C)C2)cc1 (configuration not stated) | 103 | -0.1
O=C(COC(=O)c1cccnc1Cl)c1ccccc1 | 100 | -0.5
CC(C)c1ccc(NC(=O)c2ccc3snnc3c2)cc1 | 101 | -0.9
O=c1c2cc3c(cc2n(Cc2ccccc2)c(=O)n1Cc1nc(-c2ccccc2)no1)OCO3 | 116 | 1.5
OC1CCCN(Cc2cccc3ccccc23)C1 (configuration not stated) | 99 | 0
Cn1c(CN2CCOCC2)nc2cc(N)ccc21 | 101 | -0.3
O=C1CN(C(=O)Cn2cc(C(F)(F)F)ccc2=O)c2ccccc2N1 | 99 | -0.7
CC(CN1CCCCC1)OC(=O)c1ccc2c(c1)OCO2 (configuration not stated) | 101 | -0.2
Cc1ccc(OCC(=O)Nc2ccc(OCc3cc(=O)n4cccc(C)c4n3)cc2)cc1C | 110 | 0.9

Reprinted from the part before: 3 entries, followed by the next part.
SMILES | PV pol inh | PV pol inh FP z-score
O=C1CN(C(=O)Cn2cc(C(F)(F)F)ccc2=O)c2ccccc2N1 | 99 | -0.7
CC(CN1CCCCC1)OC(=O)c1ccc2c(c1)OCO2 (configuration not stated) | 101 | -0.2
Cc1ccc(OCC(=O)Nc2ccc(OCc3cc(=O)n4cccc(C)c4n3)cc2)cc1C | 110 | 0.9
Cc1cccc(Oc2coc3cc(OCC(=O)NC4CCCCC4)ccc3c2=O)c1 | 100 | -1.5
COc1ccc(OC)c(S(=O)(=O)N2Cc3ccccc3CC2C(=O)Nc2ccc(Cl)cc2)c1 (configuration not stated) | 116 | 0.1
O=C(O)C1CC(=O)N(CCc2ccccc2)C1 (configuration not stated) | 102 | 0.3
COc1ccc(-c2noc(CCC(=O)NCCCN3CCC(Cc4ccccc4)CC3)n2)cc1 | 101 | 0.3
CC(Oc1ccccc1)c1nc2ccccc2n1CCOc1ccccc1 (configuration not stated) | 103 | -0.3
COc1cccc(CNC(=O)Cc2c(C)c3cc4c(C)coc4cc3oc2=O)c1 | 106 | -0.6
CCc1ccc(NC(=S)Nc2ccccc2C(C)C)cc1 | 100 | -0.3
CC(N=Cc1cccc(O)c1O)c1ccccc1 (configuration not stated) | 94 | -1.6
COc1ccc(C2NCCc3[nH]cnc32)cc1OC (configuration not stated) | 100 | 0.2
CC1=C(C)/C(=N\S(=O)(=O)c2ccc(C)cc2)C=C(N2CCOCC2)C1=O | 101 | -0.3
CCCCc1nc(SCC(=O)Nc2ccc(S(N)(=O)=O)cc2)n[nH]1 | 105 | 0.4
O=C(Nc1nnc(N2CCCCC2)s1)NC12CC3CC(CC(C3)C1)C2 | 103 | 0.3
